CXCR6 block = inhibitors of human CXCR6 receptor; O00574; CHO-K1 PathHunter CXCR6 beta-arrestin, luminescence; inhibition, % at 20 µM; 0.36% of 360,000 active; in the data active = inhibition above about 34%, passing the limit was not always enough;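 also: antagonist mode with CXCL16 agonist at 10 nM final; 0% = 10 nM CXCL16 with DMSO and 100% = unstimulated wells without agonist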
Target sequence (O00574 whole entry, looked up): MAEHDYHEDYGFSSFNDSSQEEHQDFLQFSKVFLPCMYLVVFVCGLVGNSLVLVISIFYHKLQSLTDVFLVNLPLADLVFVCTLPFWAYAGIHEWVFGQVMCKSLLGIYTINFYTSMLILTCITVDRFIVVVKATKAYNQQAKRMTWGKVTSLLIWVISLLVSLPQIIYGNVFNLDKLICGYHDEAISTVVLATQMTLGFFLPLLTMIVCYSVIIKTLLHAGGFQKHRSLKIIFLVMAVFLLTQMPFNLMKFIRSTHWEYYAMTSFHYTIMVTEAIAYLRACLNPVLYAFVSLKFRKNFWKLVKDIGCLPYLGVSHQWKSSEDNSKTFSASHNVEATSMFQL
tim10-1 inh = tim10-1 yeast growth inhibition; S. cerevisiae tim10-1 ts strain growth, BacTiter-Glo, 24 h; inhibition, % at 20 µM; 2.2% of 330,000 active; AID 463190;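 active = inhibition of at least 40%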;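 also: mutant grown at 25 °C; 0% = DMSO wells with yeast and 100% = wells holding no yeast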
APJ agonist = activates the human apelin receptor APJ; P35414; CHO-K1 APJ PathHunter beta-arrestin, luminescence; 0% DMSO wells, 100% apelin; activation, % at 20 µM; 0.11% of 330,000 active; AID 2520;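 active = activation more than six SD over the plate average, tested at 20 µM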;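 also: 0% = DMSO alone and 100% = apelin-13 at 10 nM; some results filed as inactive read as strong as hits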
Target sequence (P35414 whole entry, looked up): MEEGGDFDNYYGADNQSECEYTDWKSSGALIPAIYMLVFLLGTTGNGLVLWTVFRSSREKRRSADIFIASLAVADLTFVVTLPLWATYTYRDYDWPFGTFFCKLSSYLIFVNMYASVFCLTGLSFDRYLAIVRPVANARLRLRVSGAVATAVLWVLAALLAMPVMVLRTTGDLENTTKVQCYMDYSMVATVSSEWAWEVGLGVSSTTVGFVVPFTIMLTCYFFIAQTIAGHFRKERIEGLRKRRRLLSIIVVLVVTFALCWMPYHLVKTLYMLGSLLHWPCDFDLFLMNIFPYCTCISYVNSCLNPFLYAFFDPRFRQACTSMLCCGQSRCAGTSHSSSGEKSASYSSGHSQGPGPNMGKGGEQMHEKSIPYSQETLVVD
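Material: engineered CHO-K1 APJ arrestin reporter cells; amount: 1000 CHO-K1 reporter cells seeded per well; incubation: compound stimulation 90 min at 25 °C, detection 60 min; signal: luminescent beta-gal fragment complementation, chemiluminescent substrate; read-out basis: APJ agonist activity; controls: DMSO-only wells as negative, 10 nM Apelin-13 as positive control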
XBP1 UPR activ = activators of adaptive arm of unfolded protein response (XBP1). CHO-XBP1 luciferase reporter, IRE1-XBP1 UPR activation, luminescence; percent of tunicamycin response, DMSO as zero. activation, % at 20 µM. 0.33% of 330,000 active;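 active = versus positive control, 20 µM dose yields 30% or more activation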;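 also: 100% = tunicamycin at 10 µg/mL and 0% = DMSO only wells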
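assay system = CHO-XBP1 luciferase reporter cells | amount = 1000 cells/well | buffer or medium = F12 plus 10% FBS | compound dosing = single point, 20 µM final compound, 1% DMSO | incubation = 16-18 h cell attachment at 37 °C, then 6 h compound exposure | detection = Steady-Glo luminescence read | controls = tunicamycin 10 µg/mL and vehicle-only wells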
APJ antag = blocks the human apelin receptor APJ; P35414; CHO-K1 APJ beta-arrestin complementation, luminescence; inhibition, % at 20 µM; 0.32% of 330,000 active; AID 2521;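 active = inhibition above about 40% at 20 µM, limit read from the data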;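 also: cells challenged with 10 nM apelin-13 agonist together with compound; plate controls were apelin-13 plus DMSO wells for no effect and DMSO wells lacking apelin-13 for full effect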
UPR CHOP act = apoptotic UPR (CHOP) activation; activation, % at 10 µM; CHO-CHOP luciferase reporter, luminescence; percent of tunicamycin response over DMSO baseline; 0.34% of 330,000 active; AID 449763;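 active = at 10 µM dose, activation of 40% or more, normalized to positive control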;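 also: 100% = tunicamycin at 10 µg/mL and 0% = DMSO alone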
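assay system = CHO CHOP reporter cells | amount = 500 CHO-CHOP cells per well | buffer or medium = F12 with 10% FBS | incubation = 16-18 h cell attachment, then 6 h compound exposure, 37 °C | detection = luminescence read with Steady-Glo | read-out = percent activation relative to tunicamycin control | controls = tunicamycin high control, DMSO low control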
TIM10 inh = TIM10 yeast growth inhibition. S. cerevisiae TIM10 strain growth, BacTiter-Glo luminescence, 24 h. inhibition, % at 10 µM. 1.4% of 330,000 active. AID 463195;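 active = inhibition of 40% or more at the single tested concentration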;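 also: wild-type TIM10 isogenic control strain grown at permissive 25 °C; 0% = DMSO yeast wells and 100% = minimal medium wells without yeast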
Mdm2-MdmX inh = inhibitors of human Mdm2/MdmX interaction; O15151+Q00987; SaOS-2 split-luciferase Mdm2/MdmX complementation, luminescence; inhibition, % at 8 µM; 3% of 330,000 active;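 active = inhibition of at least 50% at 8 µM in the primary screen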
tim23-1 inh = tim23-1 yeast growth inhibition; S. cerevisiae tim23-1 growth, BacTiter-Glo luminescence, 24 h; inhibition, % at 20 µM; 1.3% of 330,000 active; AID 463212;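 active = growth inhibition of the mutant yeast at or above 50%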;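 also: temperature-sensitive mutant grown at 25 °C; plate controls were DMSO-treated mutant yeast for no effect and medium wells lacking yeast for full effect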
Numbers without * were called inactive; . = not tested or not shown.

SMILES	CXCR6 block	tim10-1 inh	APJ agonist	XBP1 UPR activ	APJ antag	UPR CHOP act	TIM10 inh	Mdm2-MdmX inh	tim23-1 inh
COC(=O)c1c(NS(=O)(=O)c2ccccc2)csc1C	9.1	24.8	-0.6	-2.0	22.8	-0.3	23.0	19.2	16.9
CC(C)CCOc1ccc(C(CC(N)=O)C(=O)O)cc1 (configuration not stated)	3.3	1.1	-0.8	-2.6	-5.9	1.5	-3.1	1.8	5.2
Cn1c(CNc2nc(-c3ccccc3)cs2)nnc1SCC(=O)OC1CCCCC1	-0.6	0.5	-5.8	-2.0	5.5	-1.6	-12.5	8.4	8.7
COc1ccc(-c2nn(-c3ccccc3)cc2CNCCN2CCOC2=O)c(F)c1	-6.2	13.4	-1.9	0.4	10.5	-0.5	8.0	3.1	22.0
Cc1ccc(NC(=O)C(=O)NCC2CCCO2)cc1 (configuration not stated)	-6.1	18.3	-2.0	1.2	8.4	2.7	6.8	1.1	-9.3
COc1cc(CNCc2ccccn2)ccc1OCC(=O)NC1CCCCC1	-1.3	-11.9	1.0	-2.6	0.5	1.0	-3.9	-0.6	5.3
CCOC(=O)N1CCN(C(=O)NC23CC4CC(CC(C4)C2)C3)CC1	4.6	19.8	-1.5	5.4	14.6	0.5	6.3	-11.5	13.4
O=C(N1CCOCC1)N1CCOCC1	-5.7	11.4	-1.1	3.8	13.7	0.9	3.3	-23.3	-0.7
COc1ccc2[nH]c(C)c(CCNC(=S)Nc3ccccc3C)c2c1	6.9	28.5	-2.0	-4.2	-60.8	-0.1	12.3	28.8	6.3
Cc1cc(NC(=O)Cn2nc(C(=O)O)c3ccccc3c2=O)c([N+](=O)[O-])cc1C	5.7	-17.9	-2.2	1.9	13.4	-0.4	-5.1	-12.2	-14.9
COC(=O)c1cn(NC(=O)Cc2ccc(Cl)cc2)c(=O)c2ccccc12	5.1	-1.6	-2.9	-3.4	8.7	1.3	-2.1	-18.6	2.4
Cc1nn(C)cc1C(C)NC(=O)c1cc(COc2ccc(F)c(F)c2)on1 (configuration not stated)	3.0	-7.6	0.6	-3.9	8.1	0.6	-1.0	7.8	-2.8
COC(=O)C1=C(C)NC2=C(C(=O)CC(C)(C)C2)C1c1cnn(C)c1C (configuration not stated)	-6.4	5.1	-0.4	-0.9	5.0	1.2	12.7	9.5	2.7
O=C(Cn1cnc2c(cnn2-c2ccc(F)cc2)c1=O)OCc1ccccc1	-5.5	-1.4	-2.0	-2.0	-0.1	-1.8	-3.5	7.1	0.0
COc1ccc([C@@H]2[C@@H]3C(=O)N(C(C)(C)C)C(=O)[C@@H]3[C@]3(Cc4ccccc4)C(=O)N(c4cccc(Cl)c4)C(=O)N23)cc1	-2.4	-7.5	-1.0	-1.4	-37.2	0.3	1.8	-9.7	15.1
CCCCn1nc(-c2ccccc2)c2nc3ccccc3nc21	.	12.8	-2.3	-1.5	-6.2	-2.5	-2.0	-7.4	11.2
O=C(C1=NN[C@@H]2C(=O)N(Cc3ccccc3)C(=O)[C@H]12)c1ccc(F)cc1	3.2	14.0	-1.8	-0.1	5.8	0.4	-0.8	8.1	8.1
CCCc1c(C)[nH]c2ccc(NC(C)=O)cc2c1=O	-2.5	-6.6	1.1	-1.0	5.5	-1.3	-14.2	9.0	0.2
Cc1ccc(C)n1-n1cnc2sc3c(c2c1=O)CCC3	8.9	4.3	1.9	-0.9	9.1	-2.5	-2.8	3.1	8.5
C=CC[C@H](CC(=O)N(CCO)Cc1ccccc1)C(=O)N[C@H](C)COC(=O)[C@@H](CC=C)Cc1ccc(F)cc1	1.6	5.4	-3.9	-3.3	4.9	1.8	4.9	24.9	11.6
COc1ccc(C)cc1NC(=O)C(Sc1nnc(Nc2ccccc2F)s1)c1ccccc1 (configuration not stated)	-2.1	4.7	-1.5	-2.5	-0.4	-0.3	-0.8	29.1	9.1
O=c1c2ccccc2oc2ccc(C#CC3(O)CCCCC3)cc12	-15.1	45.0*	-6.5	-2.9	-2.4	-3.1	20.7	59.1*	30.1
COc1ccc(N(C)C(=O)c2cc3c(s2)-c2ccccc2S(=O)(=O)C3)cc1	-5.6	-18.4	-1.7	-0.7	13.0	-0.4	-30.1	18.4	17.8
CSc1ccccc1NC(=O)c1cccc(S(=O)(=O)N2CCN(C)CC2)c1	-0.2	0.3	-6.1	-2.8	6.8	-1.4	-0.2	9.4	2.9
CC(C)(C)c1ccc(OC(=O)c2cccnc2)cc1	-10.4	11.2	-2.3	3.3	4.6	1.0	6.6	22.2	6.6
CCCn1nnc(NC(=O)COc2ccc(CC)cc2)n1	-0.5	5.5	-1.0	-3.6	5.0	-1.1	-6.1	17.6	18.8
Cc1cc[n+](-c2[nH]c(=O)sc2/C=N/N=C(\[O-])c2ccncc2)cc1	-8.3	10.8	-1.8	1.7	-3.8	0.0	-9.2	12.8	10.2
Cc1cc(C)c(S(=O)(=O)N2CCOC2CNC(=O)C(=O)NCc2cccnc2)c(C)c1 (configuration not stated)	-1.1	3.3	1.1	0.2	-6.6	1.4	-3.8	1.8	8.9
COC(=O)c1ccc(C)c(-n2c(=O)n(Cc3ccccc3)c(=O)c3[nH]cnc32)c1	66.5*	5.7	-9.5	9.7	60.6*	0.4	2.3	21.8	6.9
COc1ccccc1CN1Cc2cccc3c2[C@@H](CC1=O)[C@H](O)[C@H](O)C3	1.5	-5.8	-2.6	-3.4	6.3	-1.2	-5.8	12.9	1.4

Sorted by number of heavy atoms (lowest first): part of the list above
SMILES	CXCR6 block	tim10-1 inh	APJ agonist	XBP1 UPR activ	APJ antag	UPR CHOP act	TIM10 inh	Mdm2-MdmX inh	tim23-1 inh
CCCCn1nc(-c2ccccc2)c2nc3ccccc3nc21	.	12.8	-2.3	-1.5	-6.2	-2.5	-2.0	-7.4	11.2
O=c1c2ccccc2oc2ccc(C#CC3(O)CCCCC3)cc12	-15.1	45.0*	-6.5	-2.9	-2.4	-3.1	20.7	59.1*	30.1
COc1ccccc1CN1Cc2cccc3c2[C@@H](CC1=O)[C@H](O)[C@H](O)C3	1.5	-5.8	-2.6	-3.4	6.3	-1.2	-5.8	12.9	1.4
CSc1ccccc1NC(=O)c1cccc(S(=O)(=O)N2CCN(C)CC2)c1	-0.2	0.3	-6.1	-2.8	6.8	-1.4	-0.2	9.4	2.9
COC(=O)c1ccc(C)c(-n2c(=O)n(Cc3ccccc3)c(=O)c3[nH]cnc32)c1	66.5*	5.7	-9.5	9.7	60.6*	0.4	2.3	21.8	6.9

(more compounds)
SMILES	CXCR6 block	tim10-1 inh	APJ agonist	XBP1 UPR activ	APJ antag	UPR CHOP act	TIM10 inh	Mdm2-MdmX inh	tim23-1 inh
O=C1CCCCC(=O)c2ccccc2N1	0.8	5.4	-3.0	-1.5	1.8	0.1	-14.7	8.6	10.6
Cc1cccc(Nc2ccncc2S(N)(=O)=O)c1	1.8	26.7	-3.4	-0.6	9.1	-2.2	11.5	17.6	16.9
Cc1cccc(CN2CCC(Oc3ccc(C(=O)N4CCCCC4)cc3)CC2)c1	3.0	16.6	-2.6	-7.0	8.5	2.2	13.3	14.4	8.4
CCOC(=O)N1CCN(C(=O)COc2cccc3c2CCN(Cc2ccc(F)cc2)C3=O)CC1	0.1	-5.3	-1.1	-1.7	-22.3	2.3	1.5	5.2	-4.7
O=[N+]([O-])c1ccc2[nH]c(O)c(N=NC(=S)NCC3CCCO3)c2c1 (configuration not stated)	31.1	2.1	-4.9	-0.9	39.5	0.3	8.8	37.8	-6.2
O=C(CN1CCSc2ccccc21)NCCCc1ccccc1	10.0	1.7	-1.9	2.9	-1.4	5.7	-0.1	23.6	5.5
COC(=O)c1[nH]c2cccc(OC)c2c1NC(=O)CN1CCOCC1	9.0	0.8	-3.1	-4.1	13.9	0.3	5.8	10.0	10.5
O=C(NC1CC2CCC(C1)N2C(=O)NCc1ccccc1)NC12CC3CC(CC(C3)C1)C2 (configuration not stated)	-0.4	14.2	-1.6	1.3	5.4	1.4	3.8	18.9	-2.2
OCc1nc2ccccc2n1CC(O)COc1ccccc1 (configuration not stated)	4.5	0.3	8.1	0.1	-32.6	-1.8	-2.4	-25.5	11.7
CSc1sc(C(=O)NC(=O)NCc2ccncc2)c(C)c1-c1ccon1	-2.1	0.7	-1.5	1.6	9.3	-0.8	8.8	34.7	14.2
c1ccc(N2CCN(c3nc(-c4ccccn4)nc4ccccc34)CC2)cc1	19.2	14.8	-9.8	16.9	23.0	96.7*	40.4*	58.5*	-6.8
Cc1ccc(Cn2c(=N)n(CC(=O)c3ccccc3)c3ccccc32)cc1	-5.6	16.6	7.3	-1.7	9.1	1.2	23.5	33.0	-23.6
NS(=O)(=O)c1ccc(CCNC(=O)CSc2nc3ccsc3c(=O)n2CCCCC(=O)O)cc1	-1.9	-3.7	-2.9	-2.2	-3.3	2.0	-11.1	30.3	-17.6
COc1ccc(-n2c(Cc3cccn3C)nnc2SCC(=O)Nc2cccc(F)c2)cc1	1.4	31.8	-5.9	-2.9	26.3	0.4	18.8	35.8	37.4
COc1ccc(NC(=O)c2sc3nc(C)nc(N4CCN(c5ccccn5)CC4)c3c2C)cc1Cl	11.1	27.5	-0.8	-0.6	-6.9	3.9	19.8	51.4*	9.0
C=C(C)C1CC=C(CN2CCC(O)CC2)CC1 (configuration not stated)	-0.3	7.5	-3.0	-2.5	-4.3	-2.1	-10.7	7.3	0.1
Cc1cc(C)c(NS(=O)(=O)c2ccc(NC(=O)/C=C/C(=O)O)cc2)c(C)c1	.	8.5	-3.3	0.9	9.7	-1.8	5.8	5.0	7.0
CC(c1ccc(Cl)cc1)n1c(-c2ccc3ccccc3n2)n[nH]c1=S (configuration not stated)	10.9	37.4	-3.9	-4.3	7.9	-1.9	30.1	-12.4	48.3
CCOC(=O)N1CCN(S(=O)(=O)c2ccc(C)cc2)C1	4.6	6.7	-0.8	-1.9	-2.2	-1.3	-42.9	5.4	3.5
CCCCN(C)C(=O)c1nc2ccccn2c1CNCCCn1nnc2ccccc21	1.1	19.4	-0.6	-2.3	22.4	-0.3	-5.0	9.5	-12.0
CCC(C)(C)NC(=O)C(c1ccccc1)N(Cc1cccs1)C(=O)Cn1nnc2ccccc21 (configuration not stated)	8.3	13.6	-1.6	-5.3	17.1	-0.5	8.9	7.0	16.3
OC(COc1ccccc1)Cn1c2ccccc2c2ccccc21 (configuration not stated)	-1.7	41.6*	-0.8	-2.6	7.9	1.2	31.1	-7.2	26.5
C=CCOC(=O)C1=C(C)N=c2s/c(=C3\C(=O)N(CC(=O)O)c4ccccc43)c(=O)n2C1c1ccc(OC)cc1 (configuration not stated)	8.3	32.7	3.9	-1.1	-19.7	-0.7	0.2	10.6	22.2
O=C(Cc1cccc2ccccc12)Nc1ccc2c(c1)C(=O)NC2=O	3.8	11.3	-3.7	-0.3	9.7	-1.4	-2.3	20.5	3.2
CC(C)Cn1c(CN(C)Cc2ccccc2)nc2c1c(=O)n(C)c(=O)n2C	-1.8	14.1	-3.2	-2.4	15.4	-2.3	4.5	0.8	14.3

A portion of the library; count on the stated rates, not on these rows.
